Compound activity deposited in PubChem BioAssay by Sanford-Burnham Center for Chemical Genomics.
hIAP activ: increases human intestinal alkaline phosphatase activity | P09923 | purified human IAP, CDP-Star luminescence, 30 min; hits give high values; 1 = vehicle-only enzyme, 0 = enzyme-free background | activation factor at 10 µM | 0.16% of 330,000 active | AID 2524;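 active means activation factor of the enzyme at least 2-fold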; further: the source names both 10 and 20 µM as test concentration; values of inactives mirror those of a sister screen read the other way
mIAP act: mouse IAP activation | 0.24% of 330,000 active | muIAP, CDP-Star luminescence, 30 min; hits give high values; 1 = vehicle-only enzyme signal, 0 = enzyme-free wells | activation factor at 10 µM;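 active means activation factor of at least 2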; further: the source names both 10 and 20 µM as test concentration; values of inactives mirror those of a sister screen read the other way
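Assay system: mouse IAP enzyme / Compound: DMSO-dissolved test compounds / Timing: 30 min, room temperature / Measured by: luminescence from enzymatic CDP-Star hydrolysis / Control set: DMSO-only wells, enzyme-free buffer wells as negative control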
SENP1 inh: blocks the human SENP1 SUMO protease catalytic domain; 0.21% of 360,000 active; inhibition, % at 10 µM; recombinant SENP1 catalytic domain, CyPet-SUMO1-YPet FRET cleavage; Q9P0U3;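 active means inhibition at least 30% at 10 µM, raw YFP signal under a set limit, fluorescence ratio 0.5 to 1.5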;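 further: 0% = enzyme with DMSO and 100% = no enzyme wells; some results filed as inactive read as strong as hits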
Target sequence (Q9P0U3 419-644 limits assumed): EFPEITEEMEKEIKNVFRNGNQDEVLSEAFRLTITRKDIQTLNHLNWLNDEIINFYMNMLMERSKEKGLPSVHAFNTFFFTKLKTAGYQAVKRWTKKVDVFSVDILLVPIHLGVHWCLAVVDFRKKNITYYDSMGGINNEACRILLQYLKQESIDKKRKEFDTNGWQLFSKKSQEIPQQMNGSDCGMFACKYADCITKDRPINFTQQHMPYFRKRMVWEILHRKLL
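Assay system: hSENP1 catalytic domain, recombinant. Amount: SENP1 enzyme, 20 pM final. Schedule: 50 min reaction, RT, dark. Technique: FRET, CFP and YFP emission. Control set: no-enzyme wells low, DMSO-plus-enzyme wells high control.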
mIAP inh: blocks mouse intestinal alkaline phosphatase | purified mouse IAP, CDP-Star luminescence, 30 min | inhibition, % at 10 µM | 0.2% of 330,000 active;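 active means inhibition of at least 40% at 10 µM in the primary screen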;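 further: plate controls were DMSO with enzyme for no effect and no enzyme wells for full effect; values of inactives mirror those of a sister screen read the other way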
A3A deaminase: inhibitors of human APOBEC3A DNA deaminase | P31941 | recombinant A3A, FAM/TAMRA ssDNA deamination fluorescence | inhibition, % at 20 µM | 0.41% of 330,000 active | AID 493011;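 active means at least 40% inhibition at 20 µM here, with at most 30% in a related deaminase screen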;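 further: plate controls were A3A with DMSO for no effect and wells lacking A3A enzyme for full effect; some results filed as inactive read as strong as hits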
Target sequence (P31941 whole entry, looked up): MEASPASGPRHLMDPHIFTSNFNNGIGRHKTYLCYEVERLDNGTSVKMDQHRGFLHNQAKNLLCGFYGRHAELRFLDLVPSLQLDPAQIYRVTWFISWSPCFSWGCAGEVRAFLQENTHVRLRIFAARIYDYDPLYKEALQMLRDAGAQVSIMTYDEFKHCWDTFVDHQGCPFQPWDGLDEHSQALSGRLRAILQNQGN
MIN6 prolif: MIN6 beta-cell proliferation induction | MIN6 cells proliferation, ATPlite luminescence, 48 h; cells starved in 0.2% serum; 100% = growth in 10% serum | proliferation, % at 10 µM | 0.29% of 330,000 active | AID 2380;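 active means compounds whose signal lies at least 3.5 SD above the mean of all wells on their plate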;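 further: 0% = DMSO-treated cells in low-serum medium and 100% = 10% serum control; some compounds called inactive have numbers as strong as hits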
NLRP3 yeast inh: NALP3 inhibition in yeast; 0.39% of 330,000 active; Yeast reconstituted NLRP3/ASC/caspase-1, beta-gal luminescence, 24 h; inhibition, % at 10 µM; AID 2825;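 active means inhibition of 50% or more; inactive means inhibition below 50%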;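 further: plate controls were induced DMSO wells for no effect and uninduced yeast grown without galactose for full effect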
A3G deaminase: inhibitors of human APOBEC3G DNA deaminase; recombinant A3G, ssDNA deamination FAM/TAMRA fluorescence; AID 493012; inhibition, % at 20 µM; Q9HC16; 0.28% of 330,000 active;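 active means inhibition of at least 40% at 20 µM, with no more than 30% in the related APOBEC3A deaminase screen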;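 further: plate controls were DMSO wells with A3G for no effect and wells lacking A3G enzyme for full effect; some compounds called inactive have numbers as strong as hits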
Target sequence (Q9HC16 whole entry, looked up): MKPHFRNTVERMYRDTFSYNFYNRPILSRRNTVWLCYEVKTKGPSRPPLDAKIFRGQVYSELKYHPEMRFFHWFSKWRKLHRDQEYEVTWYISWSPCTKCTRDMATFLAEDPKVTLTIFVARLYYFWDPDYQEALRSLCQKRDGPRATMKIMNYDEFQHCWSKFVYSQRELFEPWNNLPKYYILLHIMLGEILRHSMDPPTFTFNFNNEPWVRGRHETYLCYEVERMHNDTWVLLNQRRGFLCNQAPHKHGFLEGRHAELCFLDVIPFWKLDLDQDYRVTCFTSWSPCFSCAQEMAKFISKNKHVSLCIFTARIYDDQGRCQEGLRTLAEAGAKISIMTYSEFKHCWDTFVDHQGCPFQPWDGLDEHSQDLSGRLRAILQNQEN
hIAP block: human IAP inhibition. purified IAP, CDP-Star luminescence, 30 min. inhibition, % at 10 µM. 0.12% of 330,000 active. AID 2544;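 active means inhibition reaching a set limit with compound at 10 µM in the primary screen, cut at about 35% in these data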;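 further: plate controls were DMSO wells with enzyme for no effect and no-enzyme buffer wells for full effect; values of inactives mirror those of a sister screen read the other way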
* marks the source's active call; other numbers are inactive results.

entry | smiles | hIAP activ | mIAP act | SENP1 inh | mIAP inh | A3A deaminase
1 | O=C(Nc1ccc(Cl)c(Cl)c1)c1ccc2c(c1)OCO2 | 1.1 | 1.1 | 0 | -15 | -5
2 | CC1CCC(=C(C#N)c2nc(-c3cc4ccccc4oc3=O)cs2)CC1 (stereo not given) | 1 | 0.8 | -3 | 20 | 1
3 | COc1ccccc1CNC(=O)COC(=O)c1sc(C)nc1C | 1 | 0.99 | 3 | 1 | -2
4 | Cc1ccc(S(=O)(=O)N2CCOCC2)cc1NC(=O)Nc1ccc([N+](=O)[O-])cc1 | 0.88 | 0.87 | 0 | 13 | 0
5 | Cc1ccc(NC(=O)Nc2ccccc2)cc1[N+](=O)[O-] | 1.1 | 0.86 | 0 | 14 | -1
6 | CCS(=O)(=O)N1CCCC(C(=O)NCc2cccc(OC)c2)C1 (stereo not given) | 1 | 0.95 | 0 | 4 | -1
7 | COC(C/C=C\[C@@H](O)COCc1ccccc1)OC | 1.2 | 1 | 2 | -4 | -2
8 | Cc1ccc2nc(NC(=O)Cn3nc(C)c([N+](=O)[O-])c3C)sc2c1 | 0.87 | 0.9 | 1 | 10 | -5
9 | NS(=O)(=O)c1ccc(CNC(=O)c2cc(-c3cccnc3)nc3ccc(Br)cc23)cc1 | 1.1 | 0.89 | -1 | 11 | -5
10 | CCn1cc(C(=O)O)c(=O)c2cc(F)c(N3CCN(C(=S)Nc4ccc(OC)cc4)CC3)cc21 | 1 | 1 | 0 | -3 | 5
11 | Cc1c(Cl)cccc1NC(=S)NCc1ccccc1 | 1.1 | 1.4 | 2 | -38 | -1
12 | CCOc1cc(C2NC(=O)NC(c3ccccc3)=C2C(C)=O)ccc1OC(C)=O (stereo not given) | 1 | 1 | 2 | -4 | -3
13 | C/C=C/C=C/C(=O)OCC(=O)Nc1ccc(Cl)cc1 | 0.94 | 1.1 | 4 | -6 | 1
14 | CCOc1ccc2nc3c(cc2c1)CN(CCCO)C(=NCCOC)S3 | 0.98 | 0.83 | -49 | 17 | 7
15 | Cc1cc2nccc(-c3cccnc3)n2n1 | 1.2 | 1.1 | 1 | -6 | -1

entry | MIN6 prolif | NLRP3 yeast inh | A3G deaminase | hIAP block
1 | -4 | 14 | -3 | -9
2 | -5 | 5 | 2 | -1
3 | 2 | 12 | -2 | -2
4 | -5 | 8 | -4 | 12
5 | 1 | 23 | -2 | -8
6 | -1 | 18 | -6 | -3
7 | -2 | 11 | -8 | -19
8 | 0 | 50 | -8 | 13
9 | -1 | 15 | -6 | -8
10 | 2 | 10 | 0 | -3
11 | -6 | 8 | 0 | -11
12 | 0 | -4 | -6 | -4
13 | -3 | 1 | -6 | 6
14 | -1 | 24 | -3 | 2
15 | -2 | 2 | -3 | -17

Continued:
entry | smiles | hIAP activ | mIAP act | SENP1 inh | mIAP inh | A3A deaminase
16 | O=C(Nc1ccccc1Br)c1ccc(N2CCCC2=O)cc1 | 0.83 | 1.1 | 0 | -9 | 2
17 | NS(=O)(=O)c1ccc(CCN2C(=O)CCC2=O)cc1 | 0.94 | 0.94 | 2 | 6 | 1
18 | O=C(/C=C/c1cc(Br)ccc1F)OCC(=O)N1CCCC1 | 1.1 | 1.1 | 3 | -9 | 1
19 | COc1ccc(NC(=O)N2CCCC2C(=O)NCC2CCCCC2)cc1 (stereo not given) | 1.1 | 1 | 2 | -3 | -5
20 | COc1ccc(NC(=S)Nc2ccc3nc(C)c(C)nc3c2)cc1 | 0.94 | 0.91 | -14 | 10 | 2
21 | O=C(N/N=C/c1ccc(Cl)cc1)c1cc2c(s1)-c1ccccc1CC2 | 1.2 | 0.94 | 3 | 6 | -7
22 | COC(=O)[C@H]1[C@H](c2ccccc2)[C@H](C(=O)OC)O[C@H]1c1ccccc1 | 0.91 | 0.99 | 3 | 1 | 3
23 | COc1ccc(OC)c(/C=C2\Oc3cc(OCC(=O)N4CC(O)C[C@H]4C(=O)O)ccc3C2=O)c1 (stereo not given in full) | 0.97 | 0.85 | -21 | 14 | 0
24 | CCOc1ccc(N(CC(=O)N2CCC(Cc3ccccc3)CC2)S(C)(=O)=O)cc1 | 1.2 | 1 | 0 | -3 | 2
25 | O=C(CCC(=O)c1cccs1)NCc1ccccc1 | 0.95 | 1.1 | 1 | -7 | -1
26 | CC(C(=O)NCc1ccccn1)c1ccc([N+](=O)[O-])cc1 (stereo not given) | 0.93 | 1.1 | 0 | -14 | 3
27 | Cc1ccc(OCCCC(=O)Nc2ccc(Cl)c(S(=O)(=O)N3CCOCC3)c2)cc1 | 1.2 | 1.2 | -1 | -17 | 1
28 | CCC(=O)O[C@]1(C(=O)CCl)[C@@H](C)C[C@H]2[C@@H]3CCC4=CC(=O)C=C[C@]4(C)[C@@]3(F)[C@@H](O)C[C@@]21C | 0.94 | 1 | 1 | -2 | -1
29 | Cc1nnc(SCC(=O)Nc2sc3c(c2C(N)=O)CCCC3)[nH]c1=O | 0.97 | 0.94 | -5 | 6 | -2
30 | CCCn1c(SCC(=O)c2ccc3c(c2)OCCO3)nnc1-c1ccco1 | 0.91 | 1 | 3 | -4 | -1

entry | MIN6 prolif | NLRP3 yeast inh | A3G deaminase | hIAP block
16 | -3 | 24 | -3 | 17
17 | -2 | 14 | -5 | 6
18 | 0 | 2 | -4 | -7
19 | -1 | 28 | 3 | -11
20 | -1 | 17 | 5 | 6
21 | -3 | 22 | -10 | -19
22 | -2 | 17 | 1 | 10
23 | 0 | 3 | -3 | 3
24 | 0 | 12 | -3 | -19
25 | 0 | 1 | 1 | 5
26 | 1 | 11 | 0 | 7
27 | -6 | 8 | -3 | -19
28 | -1 | 23 | -7 | 6
29 | -1 | -7 | -6 | 3
30 | -2 | -7 | 0 | 9

Later entries:
entry | smiles | hIAP activ | mIAP act | SENP1 inh | mIAP inh | A3A deaminase
31 | O=C(Nc1ccccc1C(=O)NCCCN1CCOCC1)c1ccc(Cl)cc1 | 0.96 | 1 | 2 | -1 | -4
32 | O=C(Nc1ccc(S(=O)(=O)NC2=NCCCCC2)cc1)c1ccc(Cl)cc1Cl | 0.91 | 0.98 | 0 | 2 | 10
33 | CC1CCCN(C(=O)C2CCN(CC(C)c3ccccc3)CC2)C1 (stereo not given) | 1.1 | 1.1 | -2 | -12 | -1
34 | CCN(CC)c1ccc(/C=N/N2CCOCC2)c(O)c1 | 1.1 | 1.1 | -42 | -12 | -2
35 | CC(=O)OC1C([N+]2(C)CCCCC2)C[C@H]2C3CC[C@H]4C[C@H](OC(C)=O)C([N+]5(C)CCCCC5)CC4(C)[C@H]3CCC12C (stereo not given in full) | 1.1 | 1.1 | 0 | -6 | 3
36 | COc1cccc(C(=O)NC23CC4CC(CC(C4)C2)C3)c1 | 1.1 | 0.97 | 0 | 2 | -5
37 | O=C(O)c1ccccc1C(=O)NCc1ccc2c(c1)OCO2 | 1.3 | 0.96 | 0 | 4 | -4
38 | O=C(Nc1nccs1)[C@@H]1CCCN1S(=O)(=O)c1ccc(Cl)cc1 | 1 | 0.98 | 2 | 2 | -5
39 | O=C(N/N=C/c1ccc(OC(F)F)cc1OC(F)F)c1ccc(Br)cc1 | 1.1 | 0.94 | -1 | 6 | -3
40 | Clc1ccc(OCc2nn3c(-c4ccco4)nnc3s2)cc1 | 0.79 | 0.99 | 1 | 1 | 0
41 | COc1ccccc1CNC(=O)c1sccc1-c1ccccc1 | 0.96 | 0.94 | -3 | 6 | 0
42 | Cc1ccc(-n2cnn(-c3ccc([N+](=O)[O-])cc3[N+](=O)[O-])c2=O)cc1 | 0.82 | 1 | 0 | -2 | 1
43 | O=C(NCC1CCCO1)C1CCN(S(=O)(=O)c2cccc3nonc23)CC1 (stereo not given) | 1.1 | 1 | 4 | -2 | 0
44 | COc1ccccc1CNC(=O)C1CCN(S(=O)(=O)c2ccc3c(c2)NC(=O)CO3)CC1 | 1.3 | 0.96 | 0 | 4 | 1
45 | CC(C)CC(CO)N1CCN(C(=O)c2ccc(Cl)c(Cl)c2)CCC1=O (stereo not given) | 0.99 | 0.96 | -1 | 4 | -1

entry | MIN6 prolif | NLRP3 yeast inh | A3G deaminase | hIAP block
31 | 3 | 18 | 6 | 4
32 | -3 | 6 | 4 | 9
33 | 1 | 24 | -3 | -8
34 | 0 | 44 | -8 | -7
35 | -5 | 9 | 1 | -8
36 | -4 | 31 | -5 | -6
37 | -2 | 18 | -2 | -31
38 | 2 | 11 | -7 | -4
39 | -2 | 19 | -10 | -9
40 | 0 | 8 | 5 | 21
41 | -3 | 25 | -9 | 4
42 | -2 | 7 | -5 | 18
43 | -1 | 6 | -7 | -6
44 | -1 | 2 | 0 | -32
45 | 2 | 18 | -6 | 1

Reprinted at random: 3 compounds from above.
entry | smiles | hIAP activ | mIAP act | SENP1 inh | mIAP inh | A3A deaminase
25 | O=C(CCC(=O)c1cccs1)NCc1ccccc1 | 0.95 | 1.1 | 1 | -7 | -1
27 | Cc1ccc(OCCCC(=O)Nc2ccc(Cl)c(S(=O)(=O)N3CCOCC3)c2)cc1 | 1.2 | 1.2 | -1 | -17 | 1
31 | O=C(Nc1ccccc1C(=O)NCCCN1CCOCC1)c1ccc(Cl)cc1 | 0.96 | 1 | 2 | -1 | -4

entry | MIN6 prolif | NLRP3 yeast inh | A3G deaminase | hIAP block
25 | 0 | 1 | 1 | 5
27 | -6 | 8 | -3 | -19
31 | 3 | 18 | 6 | 4

Next section
entry | smiles | hIAP activ | mIAP act | SENP1 inh | mIAP inh | A3A deaminase
46 | COCCNC(=S)N(CCc1c(C)[nH]c2ccc(F)cc12)Cc1cccs1 | 1.1 | 1.1 | -2 | -8 | -5
47 | Cc1ccc(NS(=O)(=O)c2ccccc2)c2c1CC(C)(C)O2 | 0.89 | 1 | -1 | -1 | -4
48 | C=CCNC(C(=O)Nc1cccc(OC)c1)c1ccccc1 (stereo not given) | 0.81 | 1.1 | -6 | -7 | 1
49 | CN(C)CCCn1c(NC(=O)C2CCCCC2)nc2ccccc21 | 1.1 | 1.1 | 1 | -7 | -3
50 | COc1ccc(C2=NOC(C(=O)Nc3ccc(C)cc3)C2)cc1OC (stereo not given) | 0.98 | 1 | 0 | -3 | -4
51 | Cc1ccc(CC2S/C(=C(/C#N)C(=O)NCc3ccco3)N(c3ccccc3)C2=O)cc1 (stereo not given) | 0.78 | 1 | -8 | 0 | 1

entry | MIN6 prolif | NLRP3 yeast inh | A3G deaminase | hIAP block
46 | -5 | 20 | -15 | -9
47 | -2 | 1 | -6 | 11
48 | 0 | 4 | -4 | 20
49 | -2 | 12 | -3 | -5
50 | -3 | 8 | -9 | 2
51 | 1 | 9 | 2 | 22

An excerpt from above in order of number of heavy atoms, falling.
entry | smiles | hIAP activ | mIAP act | SENP1 inh | mIAP inh | A3A deaminase
46 | COCCNC(=S)N(CCc1c(C)[nH]c2ccc(F)cc12)Cc1cccs1 | 1.1 | 1.1 | -2 | -8 | -5
49 | CN(C)CCCn1c(NC(=O)C2CCCCC2)nc2ccccc21 | 1.1 | 1.1 | 1 | -7 | -3
47 | Cc1ccc(NS(=O)(=O)c2ccccc2)c2c1CC(C)(C)O2 | 0.89 | 1 | -1 | -1 | -4

entry | MIN6 prolif | NLRP3 yeast inh | A3G deaminase | hIAP block
46 | -5 | 20 | -15 | -9
49 | -2 | 12 | -3 | -5
47 | -2 | 1 | -6 | 11

These rows are one share of the data, so the mix of outcomes need not match the whole.
